Screens from PubChem.
LMP1 NFkB inh – EBV LMP1-driven NF-kappaB luciferase reporter inhibitors, primary screen, cell-based, luminescence, single point. inhibition, % at 12.5 µM. LMP1-induced NF-kappaB luciferase reporter cells. 350,000 tested, 0.69% active; in the data active = inhibition above about 41%;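 also: 0% = neutral control wells and 100% = reference inhibitor control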
KKLEB tox – cytotoxicity in KKLEB CF airway cells, primary screen, cytotoxicity control for CF NF-kB inhibitor project, cell-based, uHTS, fluorescence assay plates; activity change (cytotoxicity), % at 5 µM; AID 602141, 2011; KKLEB CF airway cells viability, ATPlite luminescence, overnight; active compounds read low; cells stimulated with P. aeruginosa culture filtrate; 360,000 tested, 0.36% active;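 active = corrected activity change at or below -50% at 5 µM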
NR2E3 ag-1 – NR2E3 agonists in two-hybrid cells, primary screen, cell-based, luminescence, CHO-S, Gal4-NCOR/VP16-NR2E3; inhibition of corepressor binding, % at 3.98 µM; AID 602229, 2012; luciferase; 360,000 tested, 0.35% active; Photoreceptor-specific nuclear receptor (Homo sapiens), Q9Y5X4;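 active = inhibition above the mean of all tested compounds plus 3 SD, cut at about 70% in these data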;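 also: 0% = DMSO with NR2E3 transfected cells and 100% = cells lacking NR2E3 construct; higher means lower luciferase signal from less NR2E3 corepressor binding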
Target sequence (Q9Y5X4 whole entry, looked up, the tested form may be a part): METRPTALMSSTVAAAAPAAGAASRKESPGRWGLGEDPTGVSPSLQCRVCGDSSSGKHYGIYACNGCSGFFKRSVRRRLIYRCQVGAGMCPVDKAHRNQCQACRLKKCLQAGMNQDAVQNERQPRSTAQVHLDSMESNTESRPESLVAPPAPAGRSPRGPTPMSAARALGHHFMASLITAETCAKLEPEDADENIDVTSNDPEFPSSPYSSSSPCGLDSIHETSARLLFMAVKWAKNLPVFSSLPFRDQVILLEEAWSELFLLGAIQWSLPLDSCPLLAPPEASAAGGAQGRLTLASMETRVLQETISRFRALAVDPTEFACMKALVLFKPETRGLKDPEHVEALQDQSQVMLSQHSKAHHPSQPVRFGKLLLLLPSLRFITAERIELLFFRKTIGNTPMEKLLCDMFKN
TRAIL sens C8 – viability loss with TRAIL in NB7+C8 cells, primary screen, TRAIL sensitizer project, cell-based, ATPlite luminescence. inhibition (viability loss, TRAIL sensitization), % at 10 µM. 360,000 tested, 1% active. AID 624354, 2012;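 active = compounds causing at least 50% loss of cell viability in the single-dose screen, relative to plate controls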
MITF TRPM1 inh – inhibitors of MITF-dependent TRPM1 promoter reporter, primary screen, cell-based, SK-MEL-5, single point, luciferase | AID 488899, 2010 | inhibition, % at 12.5 µM | 330,000 tested, 0.83% active | SK-MEL-5 TRPM1 promoter luciferase, 24 h;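 active = mean inhibition across replicates of 60% or more, whatever share of single replicates reaches that level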; also: values of inactives mirror those of a sister screen read the other way
Shn3 3UTR inh – reduction of Shn3 3'UTR firefly luciferase signal, primary screen, Schnurri-3 inhibitor project, cell-based, Clone20 osteoblasts, set 2; Clone20 osteoblast Shn3 3'UTR firefly luciferase, 24 h; inhibition, % at 12.5 µM; 360,000 tested, 0.52% active; AID 588674, 2011;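 active = mean inhibition of at least 75% with every replicate also reaching 75%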;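 also: 0% = median of neutral control wells and 100% = pilot-screen positive control compound; some compounds past the cut are filed as inactive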
Peg3 prom inh – Peg3 promoter-driven luciferase inhibitors, primary screen, cell-based, HeLa, luciferase luminescence; HeLa PEG-Prom luciferase reporter, overnight; inhibition, % at 20 µM; 360,000 tested, 1.7% active;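 active = inhibition of at least 50% at 20 µM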
CF NFkB block – inhibitors of PAF-induced NF-kB signaling, primary screen, cell-based, GFP fluorescence, uHTS | KKLEB NF-kB-GFP reporter, GFP fluorescence overnight | inhibition, % at 5 µM | 360,000 tested, 0.86% active;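 active = at least 50% inhibition at 5 µM, scaled per plate between neutral and stimulator controls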;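 also: PAF is a Pseudomonas aeruginosa culture filtrate used as stimulus; plate controls were PAF-stimulated DMSO wells for no effect and unstimulated DMSO wells for full effect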
HIF-2a inh – HIF-2a reporter inhibitors, primary screen, luminescence, 786-0 RCC cells; 786-0 RCC cells HIF-2a reporter, luciferase luminescence, overnight; inhibition, % at 18.8 µM; 360,000 tested, 0.72% active; AID 624352, 2012;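 active = inhibition of the luminescence signal of 40% or more relative to plate controls, in a single-dose primary screen at 18.75 µM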
NR2E3 ag-2 – inhibitors of NR2E3-RetCOR corepressor binding, primary screen, NR2E3 agonist project, biochemical, TR-FRET, GST-NR2E3, biotin-RetCOR. Photoreceptor-specific nuclear receptor (Homo sapiens), Q9Y5X4. 1536-well. inhibition of corepressor binding, % at 4.78 µM. 320,000 tested, 0.12% active. AID 2300, 2010;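 active = percent inhibition above the cutoff of mean plus 3 SD of all tested compounds, set per screening campaign, cut at about 20% in these data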;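 also: 0% = DMSO wells and 100% = biotin wells as full block of FRET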
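system = GST-tagged NR2E3 plus biotinylated RetCOR corepressor | input = 1.35 nM GST-NR2E3 | also added = 7 nM biotin-RetCOR | schedule = 5 h incubation at 4 °C | measured by = TR-FRET with europium anti-GST and streptavidin-D2, 340 nm excitation | read-out = percent loss of FRET ratio relative to control wells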
hiPSC survival – enhancers of single-cell hiPSC survival, primary screen, ATPlite luminescence; 100% = ROCK inhibitor wells, 0% = DMSO; survival enhancement, % at 20 µM; 360,000 tested, 0.044% active; AID 602274, 2012; in the data active = survival enhancement above about 18%;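 also: cells exposed to compounds for 16 hours before the ATP read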
* marks the source's active call; other numbers are inactive results; . = no result given. These rows are one share of the data; the hit share may differ from the screen's.

Screens in order – HIF-2a inh, hiPSC survival, MITF TRPM1 inh, Shn3 3UTR inh, LMP1 NFkB inh, TRAIL sens C8, NR2E3 ag-1, KKLEB tox, NR2E3 ag-2, Peg3 prom inh, CF NFkB block
[1] CC[n+]1c(-c2ccc(C)cc2)csc1Nc1c(C)n(C)n(-c2ccccc2)c1=O
  18, 0.5, 6, 32, -8, -7, -15, 2, 5, 15, -18
[2] CC(C)(C)c1ccc(CC(=O)N2CCC2(C)C(=O)NS(=O)(=O)c2ccccc2)cc1 (configuration not stated)
  5, -0.4, ., -5, ., 1, -5, 8, ., 13, 12
[3] Cc1ccccc1NC(=O)Nc1ccccc1C(=O)NCc1ccccc1
  9, -1.7, -7, -5, -1, -12, 4, 2, 1, 5, 1
[4] Nc1cccc2nc3ccccc3cc12
  5, -2.3, 85*, -59, -14, 34, -43, -8, 6, 95*, -89
[5] Cc1ccc(C(=O)n2nc(-n3cccc3)c3c(C)cc(C)nc32)cc1
  -2, -0.9, 16, -21, 0, -10, -9, 13, ., -4, -4
[6] O=C(CC1Oc2ccccc2NC1=O)NCCCN1CCCC1=O (configuration not stated)
  8, -1.8, 15, 10, -12, -4, 5, 6, 7, -9, -18
[7] OCCCCNCc1ccc(OCc2ccc(Cl)cc2Cl)cc1
  -23, -2.4, -5, -2, -2, 24, -18, -15, 1, 100*, 23
[8] COc1cc(CNc2ncnc3c2ncn3[C@H]2CN(Cc3ccncc3)C[C@@H](CO)O2)cc(OC)c1OC
  6, -1.6, ., 3, ., -2, -19, -1, ., -7, 14
[9] CC(=O)c1c(C)[nH]c(C(=O)NCCc2ccc(Cl)cc2)c1C
  -100, 0.2, -15, -11, -16, -5, -34, 33, 1, -68, -23
[10] COc1cc(C(=O)NNC(=O)COc2ccc(Br)cc2)ccc1OCC(=O)N1CCOCC1
  10, -0.2, -2, -10, -6, 6, 3, -13, ., -4, 21
[11] CCCN(CC(=O)Nc1ccccc1C)C(=O)c1ccc2c(c1)S(=O)(=O)N=C1CCCCCN12
  3, -3.6, 0, -11, 1, -4, -14, 14, 0, 48, -27
[12] CCCn1nnnc1NC(=O)c1ccc(C)cc1Cl
  -15, 0.2, -2, -16, -5, -15, -4, -3, 5, -2, -2
[13] Cc1nn2c(-c3ccncc3)ccnc2c1Cl
  20, -0.7, 3, 10, 1, 1, 4, -5, -1, 1, 2
[14] Cc1ccccc1NC1=C(Cl)C(=O)OC1OC(C)C (configuration not stated)
  21, -0.1, 1, 5, -7, 5, 11, -8, 2, -12, 11
[15] Nc1ccc(N2CCOCC2)c(S(=O)(=O)Nc2ccccc2Cl)c1
  18, -0.4, ., 2, 3, 7, -4, 0, ., -2, -10
[16] CCCCn1c(N)c(N(CC(C)C)C(=O)c2ccncc2)c(=O)[nH]c1=O
  4, 0.8, 9, 2, 0, -14, -13, 1, 0, 8, -3
[17] COc1ccc([C@H]2C[C@H](n3cc(C4CC4)nn3)[C@@H](O)CN2C(=O)C2CCCCC2)cc1
  6, -2.2, ., -22, 1, 0, -8, -1, ., -10, -6
[18] Cc1ccc(-c2[nH]c3ccccc3c2C(C[N+](=O)[O-])c2ccco2)cc1 (configuration not stated)
  -29, 0.6, 1, 7, -6, 11, -21, -1, 2, 9, -7
[19] O=C(CSCc1ccccc1)N/N=C/c1cc2c(cc1Br)OCO2
  -17, -0.9, -3, 64, 17, -1, -10, 11, 0, 3, -9
[20] COc1cc(C(C(=O)NC2CCCC2)N(Cc2ccccc2)C(=O)c2snc(C(N)=O)c2N)ccc1O (configuration not stated)
  15, -0.6, -5, -9, 1, -13, -2, -9, 0, -2, -3

Further structures
Screens in order – HIF-2a inh, hiPSC survival, MITF TRPM1 inh, Shn3 3UTR inh, LMP1 NFkB inh, TRAIL sens C8, NR2E3 ag-1, KKLEB tox, NR2E3 ag-2, Peg3 prom inh, CF NFkB block
[21] COc1ccccc1CNC(=O)COC(=O)c1ccccc1SCC(=O)N1CCCC1
  -10, -0.4, -13, -9, -6, -12, -23, -10, 2, -3, -4
[22] Cc1ccc(C)c(NC(=O)CCN2CC(C)OC(C)C2)c1 (configuration not stated)
  14, -0.8, 15, 8, 6, -14, -8, -4, 2, -4, 1
[23] Cc1nn(-c2ccccc2)c(C)c1/C=N/NC(=O)c1cnccn1
  -6, -0.5, 1, -10, 8, -1, 0, -2, 2, -5, -5
[24] Cc1nc(N)sc1-c1csc(Nc2cccc(C(=O)O)c2)n1
  31, 0.2, 21, -10, -2, 7, 8, 6, ., 38, -2
[25] Cc1cc(C)nc(NS(=O)(=O)c2ccc(NC(=O)Nc3ccccc3)cc2)n1
  -14, -2.5, -10, -10, -8, -4, -5, 3, 2, -10, 11
[26] COC(=O)CC1=NN(c2ccc(OC)cc2)C(=O)/C1=C\c1ccc(Cl)cc1
  11, -1.0, 10, 3, -7, -5, 6, 7, 0, 27, 0
[27] COc1ccc2[nH]c(=O)c(CN(c3ccc(C)c(C)c3)S(C)(=O)=O)cc2c1
  -6, 1.3, -3, 9, -1, -3, -21, 14, 4, 10, -6
[28] CCCCCC(=O)Nc1ccc(C(=O)COC(=O)c2ccccn2)cc1
  -48, 0.4, -11, -17, -1, 4, -52, -18, 0, -29, 13
[29] CCOCc1nnc(NC(=O)CSc2ccc(C)cc2)s1
  14, -2.4, 13, -4, -9, -23, -10, 6, 0, 3, -7
[30] CC(C)NC(=O)COC(=O)c1ccc(O)cc1
  2, -0.2, 17, -2, -13, 6, -15, -2, 1, -5, 4
[31] Cc1cc(C)n(CC(O)COc2ccccc2C)n1 (configuration not stated)
  -20, 0.6, -30, -21, 5, -44, -16, 9, 4, -34, -6
[32] S=c1[nH]cc2cnccn12
  9, 0.4, ., 7, -4, -9, 1, 4, ., -10, 8
[33] CC(=O)Nc1cc(-c2ccccc2N(C)C)cn2c(-c3ccc(S(C)(=O)=O)cc3)cnc12
  -5, -0.1, ., -5, ., -7, -1, -10, ., 4, -36
[34] CCCC(=O)OCCn1c(Br)nc2c1c(=O)[nH]c(=O)n2C
  18, -0.6, 1, 6, -6, 1, 13, 4, 5, 15, 4
[35] O=C(NCc1cccnc1)Nc1ccccc1F
  -35, -1.7, -3, -6, 1, -22, -25, 6, 4, -18, 0
[36] O=C(CSc1nc2ccccc2[nH]1)Nc1ccccc1N1CCOCC1
  13, -2.4, -1, -2, 8, -9, -4, -4, -2, 1, -1
[37] O=C(CN1CCCC1)NC(c1ccccc1)c1ccccc1
  10, -0.3, -3, 0, 4, 5, -16, 9, -2, -4, -6
[38] Cc1c(CC(=O)N2CCC(C(=O)O)CC2)c(=O)oc2cc3c(cc12)CCC1(CCCCC1)O3
  -24, -0.1, -9, 3, -8, 7, -6, 6, 2, -6, 16
[39] CCN=C1SC(CC(=O)NCCc2ccc(OC)c(OC)c2)C(=O)N1CC (configuration not stated)
  14, 0.2, 7, -5, 1, -10, 13, -9, 0, -3, 6
[40] CCOC(=O)c1cnc(-n2nc(C)cc2C)nc1NC
  -55, 1.5, -14, -31, -6, 6, -16, 2, 3, -65, 3

More entries:
Screens in order – HIF-2a inh, hiPSC survival, MITF TRPM1 inh, Shn3 3UTR inh, LMP1 NFkB inh, TRAIL sens C8, NR2E3 ag-1, KKLEB tox, NR2E3 ag-2, Peg3 prom inh, CF NFkB block
[41] Cc1cccc2c3nc4ccccc4nc3n(CCCN3C(=O)c4ccccc4C3=O)c12
  -200, -0.5, -6, 5, -6, 23, -40, 8, ., -40, 4
[42] CCN(CC)c1nc(N)c2c(N)nc(OC)cc2c1C#N
  -5, 2.0, 26, 6, -4, -1, -47, 12, 1, 1, 22
[43] CNC(=O)c1c(Cl)cnn1-c1ccccc1
  -41, 0.3, -7, -23, -2, -4, -29, 9, 5, -33, -6
[44] O=C(O)CCCCCNC(=O)CSc1nnc(-c2ccco2)n1-c1ccccc1
  4, 0.2, 0, -10, 1, -7, -33, 5, 2, -13, -5
[45] CCOCCCNC(=O)C(NC(=O)CNC(C)=O)c1ccc(Cl)cc1 (configuration not stated)
  4, 0.0, 6, 8, 9, -2, -5, 1, -2, 11, -7
[46] Cc1ccsc1CN1CCC(C(=O)NCc2ccccc2Cl)CC1
  16, -1.3, 9, 5, 6, -6, -13, -21, -3, -2, 16
[47] Cc1ccc(S(=O)(=O)Nc2cccc(C(=O)N3CCCC3)c2)cc1F
  -2, -0.7, -10, 0, -6, -9, 16, 2, 0, 8, -10
[48] CC1(C)C(=O)Nc2ccccc2N1C(=O)COC(=O)c1cc(S(=O)(=O)N2CCOCC2)ccc1F
  15, -0.2, 1, 13, 11, -10, -5, 6, 3, 8, 8
[49] O=C(NCCc1ccccc1)c1cccc2c1C(=O)N(C1CCCCC1)C2
  -10, 0.2, 7, -5, -6, -10, 0, -6, 1, 4, 2
[50] Cn1nnc2cc(NC(=O)NCc3ccc4c(c3)OCO4)ccc21
  -17, -0.1, -16, -12, -3, -18, 8, -6, 1, -7, 4
[51] O=S(=O)(NN1CCOCC1)c1ccc(Br)cc1
  10, 0.0, 2, -5, -6, -9, -6, -5, 0, -9, 4
[52] Cc1cccc(C)c1NC(=O)Cn1c(=O)c(N2CCCCC2)c(N)n(C)c1=O
  1, 0.6, 6, -12, 3, -10, -17, 14, ., 1, -24
[53] O=C(CCN1C(=O)c2cccnc2C1=O)NC1CCCCCC1
  18, 3.0, -1, -25, 7, -12, -18, -5, 2, 15, 16
[54] O=C(Nc1ccccc1N1CCCC1)c1ccc([N+](=O)[O-])cc1Cl
  -3, 2.9, 5, 3, 7, 4, -13, 5, 2, 7, -26
